# Assay outcomes: PubChem BioAssay, several laboratories
# APP 5'UTR act – APP 5'UTR luciferase reporter activation; SH-SY5Y APP 5'UTR luciferase reporter, luminescence; zero percent = DMSO vehicle wells; activation, % at 2 µM; 1% of 190,000 active; AID 1276;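 active = activation above a set limit, based on mean plus 3 SD of controls, cut at about 140% in these data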; also: values of inactives mirror those of a sister screen read the other way
# FLuc stim CS – affects firefly luciferase, flagging false hits in luciferase stimulation screens | ATPlite luciferase biochemical, luminescence, 10 min; 0 = ATP-free wells, 1 = DMSO control | AID 1027 | activation factor at 10 µM | P08659 | 200,000 tested, under 10 active;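 active = luciferase activation factor, scaled between plate controls, of at least 2 with compound at 10 µM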
# Target sequence (P08659 whole entry, looked up): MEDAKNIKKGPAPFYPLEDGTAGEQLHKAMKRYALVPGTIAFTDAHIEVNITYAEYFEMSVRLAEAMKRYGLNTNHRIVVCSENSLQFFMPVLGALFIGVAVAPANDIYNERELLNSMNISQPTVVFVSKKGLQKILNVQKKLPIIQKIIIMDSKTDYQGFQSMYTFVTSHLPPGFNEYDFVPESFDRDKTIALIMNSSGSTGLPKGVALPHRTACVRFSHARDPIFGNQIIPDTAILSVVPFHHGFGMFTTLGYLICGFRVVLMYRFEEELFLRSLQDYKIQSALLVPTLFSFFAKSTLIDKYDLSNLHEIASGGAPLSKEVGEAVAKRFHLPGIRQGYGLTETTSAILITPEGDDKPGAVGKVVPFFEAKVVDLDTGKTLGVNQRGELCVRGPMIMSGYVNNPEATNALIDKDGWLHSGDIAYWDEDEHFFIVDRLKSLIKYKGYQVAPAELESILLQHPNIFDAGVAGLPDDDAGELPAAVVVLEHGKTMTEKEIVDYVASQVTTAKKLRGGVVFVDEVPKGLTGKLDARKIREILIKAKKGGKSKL
#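 Assay system – cell-free luciferase reagent · Medium – PBS-based ATP solution · Dosing – test compounds dosed from 2 mM stocks in 100% DMSO · Timing – 10 min, room temperature · Technique – light output (luminescence) · Measure – luminescence gain marking luciferase activators · Controls – No-ATP low control, compound-free enzyme-plus-ATP high control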
# G6PDH counter – inhibits Leuconostoc G6PDH, flagging false hits in G6PDH-based assays | Purified L. mesenteroides G6PDH, diaphorase/resazurin coupled fluorescence, 45 min | inhibition, % at 5 µM | 0.12% of 200,000 active | AID 1020; in the data active = inhibition above about 50%
# NF-kB neuron act – compounds increasing NF-kB expression in human neuronal cells; NF-kB reporter expression; hits give high values; fold change at 12.5 µM; 1.6% of 190,000 active; AID 1239; in the data active = fold change above about 3.3
# Diaphorase act – activates diaphorase or chemically reduces, flagging diaphorase assay artifacts | Diaphorase/resazurin coupled assay, resorufin fluorescence, 16 min; hits give high values; 1 = vehicle wells, 0 = NADH-free wells | activation factor at 20 µM | 0.005% of 190,000 active;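 active = diaphorase activity raised at least twofold by the compound at 20 µM; inactive = activation factor below 2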
#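 Measured by – red resorufin fluorescence at 544/590 nm excitation/emission · Test system – Clostridium kluyveri diaphorase, purified enzyme · Incubation – reaction time 16 min, room temperature · Buffer or medium – 50 mM HEPES pH 7.4 with 4.542 mM MgCl2, 0.005% Tween 20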
# STAT1 act – activators of IFN-gamma induced STAT1 signaling; 2.6% of 200,000 active; AID 932; activation (% of control), % at 5.5 µM; NIH 3T3 STAT1-luciferase reporter, luminescence; 100% = IFN-gamma alone, no compound;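 active = activation above the screen-wide mean activation plus 3 SD, cut at about 130% in these data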;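 also: raw ratio to IFN-gamma control signal so 100% means no change and 0% no light; values of inactives mirror those of a sister screen read the other way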
# Diaphorase inh – diaphorase inhibition or chemical oxidation counter-screen; 0.69% of 190,000 active; inhibition, % at 20 µM; AID 1217; diaphorase resazurin-to-resorufin fluorescence, NADH, 16 min; bacterial (C. kluyveri) enzyme, not human;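 active = primary screen inhibition at 20 µM above a set limit, cut at about 50% in these data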;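 also: plate controls were DMSO with full reaction for no effect and wells lacking NADH for full effect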
#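 Assay system: diaphorase enzyme from Clostridium kluyveri. Quantity: enzyme working solution with 0.14 U/mL diaphorase. Schedule: reaction incubation of 16 min at room temperature. Technique: resorufin fluorescence, excitation 544 nm, emission 590 nm. Controls: No-NADH positive control and DMSO neutral control.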
# APP 5UTR inh – APP translation inhibition; SH-SY5Y APP 5'UTR-luciferase reporter, luminescence; inhibition, % at 2 µM; 0.82% of 190,000 active; AID 1285;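 active = inhibition above a set limit, derived from the sample mean plus 3 SD, cut at about 45% in these data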; also: values of inactives mirror those of a sister screen read the other way
# TLR4-MyD88 BLA – inhibitors of human TLR4-MyD88 binding; O00206+Q99836; HeLa CL3-4 TLR4/MyD88 BLA complementation, FRET ratio; inhibition, % at 8.4 µM; 0.18% of 200,000 active; AID 861; in the data active = inhibition above about 25%;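 also: 0% = vehicle and 100% = reference inhibitor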
# FLuc inhib CS – counter-screen for luciferase assay inhibitors: firefly luciferase inhibition | P08659 | ATPLite firefly luciferase biochemical luminescence, 10 min | inhibition, % at 10 µM | 1.5% of 200,000 active;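 active = inhibition above about 50% when tested at 10 µM, limit read from the data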
# * = called active by the depositor; / = not tested or not shown. Not a hit list; overall some 5.6% were active at least once.
SMILES,APP 5'UTR act,FLuc stim CS,G6PDH counter,NF-kB neuron act,Diaphorase act,STAT1 act,Diaphorase inh,APP 5UTR inh,TLR4-MyD88 BLA,FLuc inhib CS
CC(C)Oc1cc(NC(=O)CSCC(=O)Nc2cccc(C(F)(F)F)c2)c(Cl)cc1Cl,0,1,-4,1.1,0.9,103,13,0,-9,2
CCCn1c(C)cc(C(=O)CSc2nc3nc(C)cc(C)n3n2)c1C,21,0.9,-8,0.8,0.9,92,13,-21,-5,7
COc1ccccc1Nc1nc(-c2sc(NC(=O)c3ccc([N+](=O)[O-])cc3)nc2C)cs1,57,0.9,6,0.9,0.9,94,12,-57,-5,5
CCN1CCN(CCCCOc2ccccc2F)CC1,/,1,0,1.1,0.9,96,11,/,13,-4
CC(CN(C)Cc1ccccc1)OC(=O)c1cccs1 (stereo unspecified),-5,1,7,1.2,0.8,98,18,5,-2,-4
CC(C)Cn1c(N)c(S(=O)(=O)c2cccs2)c2nc3ccccc3nc21,9,1,19,0.93,0.9,103,12,-9,-5,1
CC1(C(=O)Nc2cccc(S(=O)(=O)N3CCOCC3)c2)Cc2ccccc2C(=O)O1 (stereo unspecified),-27,1.1,3,1.2,0.9,89,8,27,10,-8
COc1ccccc1C1C(C(C)=O)=C(C)N=c2s/c(=C\c3cc(OC)c(OC)c(OC)c3)c(=O)n21 (stereo unspecified),1,1.1,4,1,0.8,96,20,-1,8,-5
COc1ccccc1-c1cc(N)n[nH]1,8,1,-2,1.1,0.9,108,7,-8,-12,1
Cc1cccc(NS(=O)(=O)c2cc(C(=O)N3CCN(C)CC3)ccc2C)c1,-10,1,-5,1.1,1,99,3,10,-3,1
Cc1cccnc1NC(N)=S,5,1,4,0.98,1,106,-3,-5,1,0
CCc1cc(C(=O)NNC(=S)Nc2cccc(C)c2)cs1,162*,0.5,13,2.8,1,114,1,-162,4,51*
O=CN(Cc1ccco1)C1(C(=O)NC2CCCCC2)CCCCC1,6,1,14,1.2,0.9,97,11,-6,-7,2
COc1ccc(-n2c(CCc3ccccc3)nnc2SCC(=O)c2ccccc2)cc1,-5,1,3,1,0.9,102,6,5,-10,-4
Cc1nc2ccccc2c(=O)n1CCCO,-4,1,0,0.94,0.9,95,11,4,4,-4
Clc1cccc(NCc2ccccc2)n1,24,1.1,0,1.4,0.7,94,30,-24,-18,-6
O=C(CSc1nnc(Cc2ccccc2)o1)NCc1ccco1,22,1.1,-2,1.4,0.8,108,21,-22,13,-6
CCOC(=O)c1cccc(NS(=O)(=O)c2ccc(NC(C)=O)cc2)c1,-6,1,10,0.72,0.9,72,9,6,-4,-2
C=C1CSc2nc(=O)c3c4c(sc3n21)CCC4,/,1.1,3,/,0.8,/,18,/,/,-6
COc1ccc(C)cc1NC(=O)C1COc2ccccc2O1 (stereo unspecified),-13,1,1,1.7,0.9,120,11,13,-4,-2
COc1ccccc1CNC(=O)c1ccc(NS(C)(=O)=O)cc1,-1,1.1,-2,0.99,0.9,101,9,1,-1,-5
COC(=O)c1sc2ncccc2c1OCc1ccc(Cl)cc1,/,1.1,-5,1.2,0.8,100,18,/,-2,-6
Cc1ccc(C)c(-n2c(CNC(=O)c3ccco3)nnc2SCC(=O)Nc2nccs2)c1,8,1.1,-1,0.95,0.9,105,12,-8,1,-7
Cc1cc(CNC(=O)Cn2cc([N+](=O)[O-])cn2)c2ccccc2n1,2,1,6,1.1,1,97,-1,-2,7,-1
O=C(NCc1ccc(F)cc1)c1noc2c1CCCC2,2,1,3,1.2,0.8,105,15,-2,2,0
N#C/C(=C\C1=C(N2CCOCC2)C(=C\c2ccccc2)/CC1)C(=O)Nc1ccccc1F,-3,1,5,1.6,0.7,95,28,3,2,2
O=C(NC(Nc1nc2ccccc2s1)(C(F)(F)F)C(F)(F)F)c1ccccc1,10,1,-4,1,1,92,-3,-10,-4,-3
COc1ccccc1/C=C/C(=O)N1CCC(c2ccccc2)C1 (stereo unspecified),52,0.7,-1,2.4,0.9,134*,6,-52,5,35
CCOC(=O)c1c(C)[nH]c(C2=NNC(=NC(C)COC)SC2)c1C (stereo unspecified),102,0.4,-1,1.2,0.9,87,12,-102,9,56*
O=C(/C=C/c1cccs1)NC(=S)NNC(=O)Cc1cccs1,9,1.1,5,0.71,1,91,-1,-9,4,-6
CCc1ccc(Sc2cc(C(=O)NCCN3CCOCC3)c3ccccc3n2)cc1,5,1,-13,0.52,0.9,90,13,-4,12,-2
CNc1nc(Oc2ccc(=O)n(C)n2)nc(N2CCOCC2)n1,28,1,6,1.1,1.1,102,-5,-28,-11,0
CCn1c(=Nc2ccc(N3CCOCC3)cc2)ccc2ccccc21,-15,1,-21,1.3,1,98,4,15,-20,-4
COc1ccccc1N(C)S(=O)(=O)c1ccc(C(=O)OCC(=O)Nc2ccccc2F)cc1,-17,1,8,1,1,96,-1,17,1,-2
CCOC(=O)C(C)Oc1cccc2c(=O)n(CC(=O)N3CCCc4ccccc43)ccc12 (stereo unspecified),6,1,29,0.75,0.8,102,16,-6,-2,-5
COc1ccccc1NC(=S)N1CCN(C(c2ccccc2)c2ccccc2)CC1,11,1,3,0.89,1,106,-1,-11,-2,-4
Cc1ccc(-n2ncc3c(NCc4cccnc4)ncnc32)c(C)c1,-15,1,2,0.99,0.9,90,12,15,-4,-1
CN(CCOc1ccccc1)CC(=O)Nc1cccc(Br)c1,19,1,4,1.4,0.8,97,22,-19,-12,-5
Fc1ccccc1N=C1Nc2cccc3cccc1c23,17,1,5,0.99,0.9,111,12,-17,9,-1
CCN(CC)S(=O)(=O)c1cccc(C(=O)Nc2ccccc2)c1,22,1,0,1.1,0.9,109,12,-22,-5,-5
Cn1c(SCC(=O)N2CCCCC2)nc2c([nH]c3ccccc32)c1=O,-10,1,-4,0.89,0.6,94,40,10,-1,-3
COC(=O)c1nn(-c2ccccc2)c(=O)cc1O,1,1.1,7,1.1,0.8,108,20,-1,3,-7
Cc1c(C(N)=O)sc(N)c1C(=O)OC(C)C,7,1,7,1.1,0.9,108,8,-7,-16,-2
O=C(C(F)C(F)(F)F)N1CCN(c2ccccc2)CC1 (stereo unspecified),6,1,5,1.1,0.9,103,9,-6,-12,-1
Cc1c(NC(=S)NC(C)(C)C)c(=O)n(-c2ccccc2)n1C,-9,1,10,1.2,0.8,103,16,9,0,-1

# Reprinted at random: 2 records from the list
SMILES,APP 5'UTR act,FLuc stim CS,G6PDH counter,NF-kB neuron act,Diaphorase act,STAT1 act,Diaphorase inh,APP 5UTR inh,TLR4-MyD88 BLA,FLuc inhib CS
COC(=O)c1nn(-c2ccccc2)c(=O)cc1O,1,1.1,7,1.1,0.8,108,20,-1,3,-7
O=C(C(F)C(F)(F)F)N1CCN(c2ccccc2)CC1 (stereo unspecified),6,1,5,1.1,0.9,103,9,-6,-12,-1

# Further compounds:
SMILES,APP 5'UTR act,FLuc stim CS,G6PDH counter,NF-kB neuron act,Diaphorase act,STAT1 act,Diaphorase inh,APP 5UTR inh,TLR4-MyD88 BLA,FLuc inhib CS
COc1ccc(CNC(=O)COC(=O)/C=C/c2cccs2)cc1,2,1,0,1.1,0.9,91,7,-2,6,-1
c1ccc(-c2nnc(CSc3nncs3)o2)cc1,0,1,4,1.5,0.9,115,11,0,-17,3
O=c1[nH][nH]c(=O)c2cc(N3CCCC3)ccc12,10,1,3,1.4,0.8,111,17,-10,-8,1
CCOC(=O)C1CCN(C(=O)CCS(=O)(=O)c2ccc3c(c2)CCN3C(=O)CC)CC1,-11,1.1,-1,1,0.9,96,5,11,1,-6
O=C(CC(Cc1ccccc1)c1ccco1)NC1CCCCC1 (stereo unspecified),3,1.1,0,1.4,0.9,99,15,-2,11,-9
CS(=O)Cc1cc(Oc2ccccc2)nc(-c2ccncc2)n1 (stereo unspecified),-11,1.1,-8,1.3,1,93,-3,11,-12,-6
CCOC(=O)c1c(C)nc(C(Cl)(Cl)Cl)nc1N,27,1,5,1.6,0.9,108,8,-27,7,-3
Cc1ccc(SCC(=O)NC(=O)Nc2ccc3c(c2)OCCO3)cc1C,1,1.1,0,1.2,0.9,103,9,-1,-20,-6
O=C(Nc1ccc2c(c1)OCO2)C1CCN(Cc2cnn(-c3ccccc3)c2-n2cccc2)CC1,-2,1,11,1.7,0.8,97,19,2,1,-3
O=C(Nc1ccc2c(c1)OCO2)c1ccc[n+]([O-])c1,9,1.1,4,1.2,0.9,101,10,-9,11,-6
Cc1cccc(NC(=O)c2ccc(COc3ccc4ccccc4c3)o2)n1,21,1.1,16,2.3,0.6,145*,38,-21,-3,-5
CCOc1ccc(NC(=O)CN(c2cccc(C(F)(F)F)c2)S(C)(=O)=O)cc1,13,1,1,0.84,0.8,96,19,-13,8,-4
CCCCNC(=O)Cn1cnc2ccc(S(=O)(=O)N3CCC(C)CC3)cc2c1=O,-23,1.1,1,1.2,1,108,4,23,-5,-9
Cc1c(S(=O)(=O)N2CCOCC2)c(=O)n(C)c(=O)n1C,6,1.1,-5,0.9,1,95,-3,-6,0,-7
O=C(Nc1ccc(Cl)cc1)c1ccc2nsnc2c1,95,0.8,-1,3.3*,0.9,150*,13,-94,-3,16
Cc1nn(C)cc1NC(=O)CC12CC3CC(CC(C3)C1)C2,-6,1.1,5,1,0.9,102,15,6,-2,-8
Cc1nn(C)cc1CNC(=O)Nc1cccc(Cl)c1,19,0.8,0,2.1,1.1,119,-13,-19,-5,20
Cc1cc(C)n(-c2ccc(C(=O)OCC(=O)Nc3ccc(S(=O)(=O)N4CCOCC4)cc3)cc2)n1,6,1,8,1,0.8,91,24,-6,4,-5
O=C1C(Nc2ccccc2)=C(NS(=O)(=O)c2ccccc2)C(=O)c2ccccc21,-10,1,30,0.86,0.9,96,14,10,-15,1
CC(=O)NC(Cc1ccccc1)C(=O)OCC(=O)c1ccc(F)cc1 (stereo unspecified),16,1,10,1.3,0.9,98,7,-16,-11,2
CC(C)CCn1c(Sc2nc3ccccc3s2)nc2c1c(=O)[nH]c(=O)n2C,1,1.1,3,1.1,0.8,87,20,-1,-2,-8
O=C(OCCC1Oc2cccnc2NC1=O)c1ccc([N+](=O)[O-])cc1 (stereo unspecified),4,1,5,0.95,0.9,92,7,-4,4,-3

# Records listed so far shown as hits in NF-kB neuron act.
structure	APP 5'UTR act	FLuc stim CS	NF-kB neuron act	Diaphorase act	STAT1 act	APP 5UTR inh	TLR4-MyD88 BLA
O=C(Nc1ccc(Cl)cc1)c1ccc2nsnc2c1	95	0.8	3.3*	0.9	150*	-94	-3
